CHRM5 antagonist: blocks acetylcholine activation of human M5 receptor | P08912 | 0.59% of 360,000 active | AID 624040 | inhibition, % at 3 µM | CHO-hM5 cells, Fluo-8 calcium fluorescence, ACh EC80;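 active means inhibition above a per-plate cutoff, the mean of that plate's test compounds plus 3 SD, cut at about 27% in these data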;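 further: 0% = acetylcholine EC80 with DMSO and 100% = DMSO without agonist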
Target sequence (P08912 whole entry, looked up): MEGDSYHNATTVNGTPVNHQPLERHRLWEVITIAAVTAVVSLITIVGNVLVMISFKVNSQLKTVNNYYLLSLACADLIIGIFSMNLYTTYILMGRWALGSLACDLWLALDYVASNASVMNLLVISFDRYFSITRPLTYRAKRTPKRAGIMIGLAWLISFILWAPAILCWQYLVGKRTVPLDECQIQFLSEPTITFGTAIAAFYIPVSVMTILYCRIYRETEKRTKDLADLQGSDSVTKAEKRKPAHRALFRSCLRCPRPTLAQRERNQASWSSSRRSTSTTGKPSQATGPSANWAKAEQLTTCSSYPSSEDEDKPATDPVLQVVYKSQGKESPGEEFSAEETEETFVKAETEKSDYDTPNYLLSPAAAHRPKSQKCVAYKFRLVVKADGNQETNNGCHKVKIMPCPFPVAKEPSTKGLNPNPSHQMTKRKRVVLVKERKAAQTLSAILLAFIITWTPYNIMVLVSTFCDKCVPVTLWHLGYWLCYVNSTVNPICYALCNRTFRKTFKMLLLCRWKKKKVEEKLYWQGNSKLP
M4 PAM: positive allosteric modulators of human muscarinic M4 receptor; 0.4% of 360,000 active; activation, % at 3 µM; CHO-K1 hM4/Gqi5, Fluo-8 calcium fluorescence, ACh EC20; 0% = ACh EC20, 100% = maximal ACh; P08173;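 active means activation above its plate's cutoff, the mean activation of sample wells plus 3 SD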; further: some results filed as inactive read as strong as hits
Target sequence (P08173 whole entry, looked up): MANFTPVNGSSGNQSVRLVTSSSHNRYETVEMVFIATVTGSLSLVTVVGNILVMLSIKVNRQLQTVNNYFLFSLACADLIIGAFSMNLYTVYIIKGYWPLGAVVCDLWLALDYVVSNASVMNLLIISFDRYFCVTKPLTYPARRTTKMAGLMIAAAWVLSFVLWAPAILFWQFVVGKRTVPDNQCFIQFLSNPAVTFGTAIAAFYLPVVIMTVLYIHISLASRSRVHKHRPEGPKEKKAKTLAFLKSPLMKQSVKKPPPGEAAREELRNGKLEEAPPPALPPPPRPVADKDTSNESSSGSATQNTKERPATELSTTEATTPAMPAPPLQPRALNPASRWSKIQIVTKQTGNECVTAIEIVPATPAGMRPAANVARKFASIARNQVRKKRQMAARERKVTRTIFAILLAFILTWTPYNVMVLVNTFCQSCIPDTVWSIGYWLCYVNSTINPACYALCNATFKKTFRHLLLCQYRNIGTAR
M5 PAM: positive allosteric modulators of human muscarinic M5 receptor; CHO-K1 hM5, Fluo-8 calcium, ACh EC20 PAM; 0% = ACh EC20, 100% = ACh EC100; activation, % at 3 µM; 0.3% of 360,000 active;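 active means activation above the run cutoff, the mean activation of all test compounds plus 3 SD, cut at about 18% in these data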
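System: CHO-K1 cell line with stable human muscarinic M5 receptor expression | Also added: EC20 acetylcholine as agonist stimulus | Compound: One concentration, 3 µM final (nominal) | Timing: Fluo-8 loading 80 min at 37 °C plus 30 min room temperature | Measured by: Fluo-8 calcium dye fluorescence, kinetic read | Read-out basis: % activation, ACh-normalized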
CRFBP-R2 agonist: agonists of human CRF-binding protein/CRF-R2 receptor complex. HEK293 CRF-R2/CRF-BP, calcium dye fluorescence (FLIPR); percent of saturating CRF peptide response. activation, % at 13.2 µM. 0.46% of 350,000 active;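 active means activation of at least 50%, plus an integration ratio under a set limit after plate pattern correction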;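 further: plate controls were neutral control wells without compound for no effect and CRF at EC100 for full effect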
IDE inh: inhibits human insulin-degrading enzyme in HEK cells | P14735 | FAbetaB cleavage, fluorescence polarization | inhibition, % at 5.59 µM | 0.41% of 320,000 active | AID 434962;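 active means percent inhibition above the average of all tested compounds plus 3 SD, set per screening campaign, cut at about 16% in these data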;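 further: IDE supplied by intact live HEK cells; FP after avidin binding of uncleaved biotin substrate so inhibition keeps polarization high; 0% = DMSO wells and 100% = 60 µM reference IDE inhibitor Ii1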
CHRM5 agonist: CHRM5 agonism in calcium assay; CHO-K1 hM5 cells, Fluo-8 calcium fluorescence; 0% DMSO wells, 100% maximal acetylcholine response; P08912; activation, % at 3 µM; 0.19% of 360,000 active;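 active means activation above the run's mean over test compounds plus 3 SD, cut at about 23% in these data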;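 further: signal is peak over basal fluorescence ratio across the kinetic read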
CRFR2-BP antag: CRF-BP/CRF-R2 complex antagonism; HEK293 CRF-R2/CRF-BP, CRF-induced calcium fluorescence; inhibition, % at 11.8 µM; 0.59% of 350,000 active;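 active means inhibition of the ligand-induced calcium signal above about 50% at the single tested concentration, limit read from the data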
CHRM4 agonist: CHRM4 agonism in calcium assay; P08173; CHO-K1 hM4/Gqi5, Fluo-8 calcium fluorescence; vehicle 0%, full acetylcholine response 100%; activation, % at 3 µM; 0.14% of 360,000 active;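 active means activation above the run mean over all test wells plus 3 SD, cut at about 32% in these data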;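 further: peak over basal fluorescence ratio per well then scaled between controls; 0% = DMSO wells and 100% = acetylcholine at EC100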
CHRM4 antagonist: blocks acetylcholine activation of human M4 receptor. 0.73% of 360,000 active. P08173. CHO-hM4 cells, ACh EC80, Fluo-8 calcium fluorescence. inhibition, % at 3 µM;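 active means inhibition above its plate's cutoff, the mean inhibition of sample wells plus 3 SD, cut at about 27% in these data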;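 further: 0% = acetylcholine EC80 with DMSO and 100% = DMSO without agonist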
* = called active by the depositor; . = no result given.

SMILES | CHRM5 antagonist | M4 PAM | M5 PAM | CRFBP-R2 agonist | IDE inh | CHRM5 agonist | CRFR2-BP antag | CHRM4 agonist | CHRM4 antagonist
Cc1cc(C(=O)Nc2ccc(N3CCCCC3)cc2)no1 | 8 | -7 | -1 | 1.2 | 1 | -1 | -3 | 1 | -4
COCCNC(=O)CSc1ccc(C)cc1 | -4 | -3 | 2 | 0.2 | 0 | 1 | -10 | 0 | -4
O=C(c1ccccc1)N1CCN(c2ccccc2F)CC1 | 2 | 4 | 2 | -1.7 | -6 | -4 | 3 | 1 | 2
CCc1ccc(S(=O)(=O)NCc2cccs2)cc1 | 2 | -9 | -4 | -18 | 4 | -5 | 38 | -1 | 16
COc1ccccc1-n1cnc2cc(NC(C)=O)ccc21 | 16 | -1 | -4 | -0.1 | 3 | -3 | -8 | 6 | -5
O=S1(=O)N=C2CCCCCN2C(c2ccc(F)cc2)N1 (configuration not stated) | 1 | 5 | 14 | 1.2 | 2 | 2 | -12 | 2 | -10
CC(C)OC(=O)C(C)Oc1ccc(C(=O)NCCc2ccccc2)cc1 (configuration not stated) | -1 | 5 | 3 | 0.1 | -3 | -6 | -9 | 1 | 5
CC(OC(=O)c1ccc2noc(-c3ccccc3)c2c1)C(N)=O (configuration not stated) | -2 | -1 | 2 | -1.1 | 8 | 0 | 2 | 0 | 1
CCOC(=O)c1c(-c2ccc(OC)cc2)csc1NC(=O)C1CCCO1 (configuration not stated) | 2 | -6 | -4 | -0.5 | 6 | -4 | -1 | 0 | 0
COCCN(C(=O)c1ccco1)c1nnc(-c2ccc(OC)c(OC)c2)s1 | 2 | 5 | -6 | 0.1 | 9 | 0 | -15 | 1 | 2
C/C(=N\NC(=O)CSc1nnc(C)s1)c1ccc(O)cc1 | 2 | 1 | -4 | -0.7 | 2 | -3 | 15 | 1 | 7
CN(C)CCCN(C(=O)c1ccc(S(=O)(=O)N2CCc3ccccc32)cc1)c1nc2ccc(Cl)cc2s1 | 8 | 1 | -5 | 4.4 | 1 | -6 | -24 | 3 | -1
CC1CCCC(C)N1C(=O)CN1C(=O)C(C)(C)Oc2ccc(C(=O)NC3CCCCC3)cc21 (configuration not stated) | 3 | -6 | 0 | -3.0 | -2 | 0 | 6 | 6 | 2
O=[N+]([O-])c1ccc(N=NNc2ccc([N+](=O)[O-])cc2)cc1 | 18 | 1 | -9 | 9.3 | . | -1 | -3 | 0 | 7
CC(=O)C1=C(O)C(=O)N(Cc2ccccc2)C1c1ccc(Cl)cc1 (configuration not stated) | 1 | 2 | 1 | 0.7 | -4 | -1 | -4 | 0 | -5
COC(=O)c1sc(NC(=S)NC(=O)c2cccc(Br)c2)nc1C | -2 | 0 | 12 | 60* | -1 | 8 | 7 | 0 | 3
Cc1nc2cc(Cl)c([N+](=O)[O-])cc2s1 | 6 | 12 | 5 | 0.3 | 2 | -1 | 9 | 3 | 10
CC1C=CCC2C(=O)N(c3ccc(OC(=O)c4cccs4)cc3)C(=O)C12 (configuration not stated) | -12 | -10 | -1 | 8.0 | -2 | -4 | -20 | 2 | 1
CC(=O)Nc1ccc(-c2ccnc3c2CC(C)(C(=O)NCCN(C)C)O3)cc1 (configuration not stated) | 10 | -3 | -4 | . | . | -1 | . | 0 | 4
CCOC(=O)C1CCN(Cc2cccc(Oc3ccc(Cl)cc3)c2)CC1 | 5 | -15 | -16 | -0.8 | 3 | -20 | 10 | -1 | 3
COc1ccc(C2CC(=O)C(C3NCCc4ccccc43)=C(O)C2n2cncn2)cc1 (configuration not stated) | 10 | 16 | 4 | 1.8 | 0 | 3 | 1 | 3 | -10
COC(=O)c1ccccc1NC(=O)CN(C1CCCCC1)S(C)(=O)=O | -3 | 5 | -3 | 1.3 | 2 | -11 | -10 | 1 | -9
CCOC(=O)C1CCN(Cc2ccc(OC)cc2OC)CC1 | -4 | 14 | 2 | 1.4 | -1 | -3 | 12 | 0 | 4
CC(=O)N1N=C(c2cccc([N+](=O)[O-])c2)OC1c1ccc(Cl)cc1Cl (configuration not stated) | 3 | 0 | -4 | 0.7 | -2 | -4 | 7 | -1 | -2
Cc1cccc(NC(=O)CN(C)S(=O)(=O)c2ccccc2)n1 | 2 | -4 | 5 | -2.0 | 9 | -3 | 14 | 1 | 3
Cc1c(C)c2ccc(OCC(=O)N3CCN(c4ccc(F)cc4)CC3)c(C)c2oc1=O | 6 | 5 | -1 | 0.1 | 0 | 0 | -13 | 1 | 2
CCOC(=O)c1c(C)[nH]c(C(=O)COC(=O)C2CC(=O)N(Cc3ccccc3)C2)c1C (configuration not stated) | -8 | -1 | 3 | -0.3 | 6 | -6 | -7 | 6 | -2
CC(C)(C)c1ccc(S(=O)(=O)N2CCN(Cc3cc4c(cc3O)OCO4)CC2)cc1 | -3 | 5 | 2 | 0.3 | -2 | 4 | 15 | 2 | -1
COc1ccccc1C(=O)Nc1nnc(S(=O)(=O)N2CCN(c3ccc(F)cc3)CC2)s1 | 7 | -4 | -4 | -0.4 | 3 | -2 | 3 | 0 | -2
COc1ccc(N2CCN(C3CCCN(S(=O)(=O)c4ccccc4)C3)CC2)cc1 (configuration not stated) | -1 | 17 | -1 | 8.2 | -2 | 0 | 2 | 5 | -3

Compounds above containing a nitro group on carbon:
SMILES | CHRM5 antagonist | M4 PAM | M5 PAM | CRFBP-R2 agonist | IDE inh | CHRM5 agonist | CRFR2-BP antag | CHRM4 agonist | CHRM4 antagonist
O=[N+]([O-])c1ccc(N=NNc2ccc([N+](=O)[O-])cc2)cc1 | 18 | 1 | -9 | 9.3 | . | -1 | -3 | 0 | 7
Cc1nc2cc(Cl)c([N+](=O)[O-])cc2s1 | 6 | 12 | 5 | 0.3 | 2 | -1 | 9 | 3 | 10
CC(=O)N1N=C(c2cccc([N+](=O)[O-])c2)OC1c1ccc(Cl)cc1Cl (configuration not stated) | 3 | 0 | -4 | 0.7 | -2 | -4 | 7 | -1 | -2

Remaining list, next part.
SMILES | CHRM5 antagonist | M4 PAM | M5 PAM | CRFBP-R2 agonist | IDE inh | CHRM5 agonist | CRFR2-BP antag | CHRM4 agonist | CHRM4 antagonist
Cc1ccc(-c2ccc(/C=N/N3C(=O)C4C5C=CC(CC5)C4C3=O)o2)c([N+](=O)[O-])c1 (configuration not stated) | -4 | 1 | 1 | -0.2 | 2 | -1 | -21 | 2 | 3
COc1cccc(CN2CC(C(=O)N3CCOCC3)CCC2=O)c1 (configuration not stated) | 11 | 3 | -1 | 1.1 | 1 | -3 | 17 | 0 | 4
CSCCC(NS(=O)(=O)c1ccc2c(c1)oc(=O)n2C)C(=O)NCc1cccs1 (configuration not stated) | -6 | 9 | 1 | 0.0 | 1 | -2 | -7 | 1 | -12
O=C(O)c1ccc(-c2sc(Nc3ccccc3)n[n+]2-c2ccccc2)cc1 | -6 | 11 | 12 | -1.3 | -3 | 5 | -1 | 1 | -14
COc1ccccc1CNC(=O)CN1C(=O)c2ccccc2S1(=O)=O | -1 | -11 | 7 | 0.1 | 2 | -2 | 7 | 1 | 10
O=C(CN1C(=O)COc2ccc(S(=O)(=O)N3CCOCC3)cc21)Nc1cccc(Cl)c1 | 3 | -3 | -3 | -1.4 | -2 | -4 | -19 | 2 | -4
Cc1ccc(S(=O)(=O)N2CCCCC2)cc1NS(=O)(=O)c1ccc(Cl)c(C(=O)O)c1 | -2 | 3 | 0 | -0.7 | . | 3 | 11 | 0 | -1
Cn1c(=O)c2c(-c3ccccc3)n(Cc3ccccn3)cc2n(C)c1=O | 3 | 4 | 1 | -0.5 | 3 | 0 | -23 | 0 | 8
O=C(NCc1ccc(F)cc1)c1ccc(N2CCOCC2)c([N+](=O)[O-])c1 | 10 | -9 | -7 | -3.5 | -2 | -3 | -2 | 2 | 10
CC1(C)CC(=O)c2c(nc3ccccc3c2N)C1 | -1 | 6 | -3 | 1.8 | 3 | -6 | -16 | 1 | -7
O=C(NCCc1nc2ccccc2[nH]1)c1cc([N+](=O)[O-])cc([N+](=O)[O-])c1 | -6 | 14 | 1 | 0.8 | 3 | 2 | 9 | 4 | 3
CC(C)C[C@H]1CN([C@@H](CC(C)C)CN2CCC[C@H]2CN2C(=O)C(=O)NC[C@@H]2Cc2ccccc2)C(=O)C(=O)N1CCc1ccccc1 | -5 | 6 | -4 | . | . | 4 | . | 0 | -6
CN(C)S(=O)(=O)c1ccc(C(=O)OCc2ccc(C#N)cc2)cc1 | -3 | -6 | -2 | -0.9 | 7 | -2 | -1 | 4 | 15
CC(=O)Nc1ccc(NC(=O)CSc2nnc(-c3cc4ccccc4o3)n2C)cc1 | 8 | -6 | 0 | -1.4 | -2 | 0 | 12 | 0 | 4
Cc1ccc(CC2C(=O)N(c3nc(C)cc(C)n3)C(=O)C2C)cc1 (configuration not stated) | -28 | -3 | -8 | -0.9 | 2 | -4 | -5 | 1 | -1
COc1ccc(CNC(=O)CN(C(=O)CCC(=O)Nc2ccccn2)c2cccc(C)c2)cc1 | 3 | -3 | -9 | -0.7 | -1 | -3 | 10 | 1 | 5
CCCCNC(=O)Nc1ccccc1C(=O)Nc1ccc(OC)cc1 | 21 | 5 | -2 | -1.6 | -6 | -6 | 3 | 1 | -4
COc1ccc(NC(=O)Cn2c([N+](=O)[O-])cnc2C)c(OC)c1 | 14 | -4 | -3 | -0.3 | . | 2 | -5 | 1 | -7
O=C(Nc1ccc(Br)cc1)c1ccc(N2C(=O)C3CC=CCC3C2=O)cc1 (configuration not stated) | 1 | -9 | -6 | 1.7 | 0 | -2 | -3 | 2 | -5
CCC1(C)Cc2c(C#N)c(N)n(-c3ccccc3)c(=O)c2CO1 (configuration not stated) | 4 | 18 | -3 | 0.0 | 1 | 2 | 1 | 1 | 7
O=C(O)CC(c1ccccc1)n1cnnn1 (configuration not stated) | 5 | 0 | -4 | -0.4 | -3 | 2 | 4 | 0 | 1
Cc1cc(C)nc(/N=C(\N)Nc2ccc(S(=O)(=O)Nc3nccc(C)n3)cc2)n1 | -5 | -1 | 4 | -1.7 | 1 | 0 | 12 | 1 | 4
CCCCCCSc1nsc(NC(C)=O)n1 | -2 | 2 | -3 | 0.5 | -1 | -1 | -4 | 2 | 0
O=C1C(=O)N(O)C2CCCCC2N1O (configuration not stated) | 2 | 3 | 6 | -0.8 | -6 | -2 | 2 | 1 | 3
CCCc1ncc(C(O)c2cccc(OC)c2)n1C (configuration not stated) | 9 | -25 | -6 | -1.6 | 7 | -12 | 5 | 0 | -4
COc1ccccc1C(=O)NNC(=O)c1cccc(F)c1 | -3 | 1 | 3 | 0.2 | 1 | 1 | 18 | 1 | -9
CC1=C(C(=O)Nc2ccc(C)cc2)C(c2cccs2)NC(=S)N1 (configuration not stated) | -2 | 0 | 7 | 0.1 | 6 | -2 | -5 | 1 | 5
O=C(Cc1ccc(S(=O)(=O)N2CCCC2)s1)N1CCN(c2ccc(F)cc2)CC1 | 6 | -8 | -8 | -2.0 | 7 | -1 | 1 | 6 | 9
CCCCc1nnc(NC(=O)C(C)Sc2nc(C)cc(=O)[nH]2)s1 (configuration not stated) | 6 | -4 | -3 | -1.1 | 5 | 0 | 13 | 0 | 5

Screening data (PubChem BioAssay)
